# Source: PubChem (several laboratories)
# dFosB act – activators of delta FosB homodimer, primary screen, biochemical, fluorescence polarization, TAMRA-CDK5 oligo, single point; Protein FosB (Mus musculus), P13346; purified delta FosB; percent of positive-control signal above neutral wells; activation, % at 25 µM; hit rate 0.99% among 340,000;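 active = mean activation above about 17%, with every replicate also reaching it, limit read from the data, passing the limit was not always enough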;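 also: fluorescence polarization rise as delta FosB binds a TAMRA Cdk5 AP-1 oligo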
# Target sequence (P13346 whole entry, looked up): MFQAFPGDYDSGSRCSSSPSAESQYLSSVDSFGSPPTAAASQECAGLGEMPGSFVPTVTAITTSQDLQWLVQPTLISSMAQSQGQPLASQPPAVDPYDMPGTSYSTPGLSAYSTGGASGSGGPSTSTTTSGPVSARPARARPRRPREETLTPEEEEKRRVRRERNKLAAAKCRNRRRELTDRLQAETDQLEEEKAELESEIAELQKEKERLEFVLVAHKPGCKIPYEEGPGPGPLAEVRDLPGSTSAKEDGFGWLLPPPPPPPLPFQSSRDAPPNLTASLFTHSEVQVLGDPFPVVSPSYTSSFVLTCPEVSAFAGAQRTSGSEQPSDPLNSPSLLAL
# CDK5 inh – inhibitors of human CDK5/p35 kinase, primary screen, biochemical, single concentration. Cyclin-dependent kinase 5 (Homo sapiens) + Cyclin-dependent kinase 5 activator 1 (Homo …. hit rate 0.01% among 330,000. inhibition, % at 10 µM. AID 488839, 2010. Recombinant CDK5/p35, ADP-Glo luminescence, 60 min;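 active = highest replicate inhibition of at least 50% and at least 75% of replicates reaching 50%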;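 also: plate controls were DMSO neutral control for no effect and GW8510 at 10 µM for full effect; many of its hits are not listed in these tables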
# NSD2 HMT inh – NSD2 histone methyltransferase inhibitors, primary screen, biochemical, AlphaScreen, single concentration, set 2 | inhibition, % at 12.5 µM | hit rate 0.54% among 310,000 | AID 743445, 2014 | NSD2 peptide methylation, 120 min | Histone-lysine N-methyltransferase NSD2 (Homo sapiens), O96028; in the data active = inhibition above about 50%
# Rtt109 Vps75 – inhibitors of C. albicans Rtt109/Vps75 HAT, primary screen, biochemical, ThioGlo CoA-SH fluorescence, plate reader | Histone acetyltransferase RTT109 (Candida albicans (strain SC5314 / ATCC MYA-2876)), … | purified Rtt109/Vps75, 4 h | inhibition, % at 34.9 µM | hit rate 0.16% among 330,000 | AID 540336, 2011;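 active = inhibition of at least 50% in every replicate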
# RTF Ca sens act – cardiac RTF calcium sensitivity activators, primary screen, biochemical, IANBD-TnC fluorescence, EC20 calcium; IANBD-labeled TnC RTF fluorescence at EC20 calcium; 0% EC20 calcium, 100% full calcium; activation, % at 7.2 µM; hit rate 0.24% among 340,000; AID 493008, 2010;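 active = activation above the mean over all tested compounds plus 3 SD, cut at about 30% in these data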;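 also: rise in fluorescence read as greater calcium sensitivity of cardiac thin filaments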
# SUMO Mot1 rescue – yeast Mot1-301 growth rescue at high temperature, primary screen, SUMOylation pathway inhibitor project, S. cerevisiae, ATP luminescence, 38.5C; S. cerevisiae Mot1-301 growth rescue; percent above DMSO median, 100 means doubled; growth rescue, % at 18.8 µM; hit rate 1% among 320,000; AID 2716, 2010;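 active = every valid replicate shows activation above 250% relative to neutral control wells; inactive = the rest, any valid replicate at or below 250%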;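 also: OY570 slx delta 5 strain wells were the positive control but not used for scaling; some compounds called inactive have numbers as strong as hits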
# PfHsp90 yeast 2 – growth inhibition of PfHsp90-expressing yeast, primary screen, antimalarial PfHsp90 inhibitor project, S. cerevisiae, BacTiter-Glo luminescence, single point, set 2. BacTiter-Glo ATP, 48 h; yeast lacking PDR1 and PDR3 efflux regulators. hit rate 0.32% among 310,000. inhibition, % at 9.4 µM;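 active = every replicate shows inhibition above about 80%, whatever the replicate mean, limit read from the data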;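 also: 0% = DMSO neutral controls and 100% = 20 µM radicicol positive controls; yeast relying on Plasmodium falciparum Hsp90 in place of its own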
# Cardiac RTF inh – cardiac RTF calcium sensitivity inhibitors, primary screen, biochemical, IANBD-TnC fluorescence, EC70 calcium. IANBD-labeled cardiac RTF, Ca2+ fluorescence. Troponin I, cardiac muscle (Homo sapiens) + Troponin T, cardiac muscle (Homo sapiens) + …. inhibition, % at 7.15 µM. hit rate 0.12% among 340,000;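 active = inhibition above the mean inhibition of all tested compounds plus 3 SD, cut at about 17% in these data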;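 also: assay run at fixed EC70 calcium of 1.6 mM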
# Keap1 Nrf2 FP – Keap1-Nrf2 protein-protein interaction inhibitors, primary screen, biochemical, fluorescence polarization, single point; Kelch-like ECH-associated protein 1 (Homo sapiens), Q14145; Keap1 Kelch-Nrf2 peptide fluorescence polarization, 1536-well; inhibition, % at 9.4 µM; hit rate 0.15% among 340,000; in the data active = inhibition above about 12%;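 also: human Keap1 Kelch domain with fluorescein labeled Nrf2 9mer peptide probe; 0% = neutral control wells and 100% = peptide positive control; higher means more block of Keap1 binding to Nrf2 peptide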
# Target sequence (Q14145 whole entry, looked up, the tested form may be a part): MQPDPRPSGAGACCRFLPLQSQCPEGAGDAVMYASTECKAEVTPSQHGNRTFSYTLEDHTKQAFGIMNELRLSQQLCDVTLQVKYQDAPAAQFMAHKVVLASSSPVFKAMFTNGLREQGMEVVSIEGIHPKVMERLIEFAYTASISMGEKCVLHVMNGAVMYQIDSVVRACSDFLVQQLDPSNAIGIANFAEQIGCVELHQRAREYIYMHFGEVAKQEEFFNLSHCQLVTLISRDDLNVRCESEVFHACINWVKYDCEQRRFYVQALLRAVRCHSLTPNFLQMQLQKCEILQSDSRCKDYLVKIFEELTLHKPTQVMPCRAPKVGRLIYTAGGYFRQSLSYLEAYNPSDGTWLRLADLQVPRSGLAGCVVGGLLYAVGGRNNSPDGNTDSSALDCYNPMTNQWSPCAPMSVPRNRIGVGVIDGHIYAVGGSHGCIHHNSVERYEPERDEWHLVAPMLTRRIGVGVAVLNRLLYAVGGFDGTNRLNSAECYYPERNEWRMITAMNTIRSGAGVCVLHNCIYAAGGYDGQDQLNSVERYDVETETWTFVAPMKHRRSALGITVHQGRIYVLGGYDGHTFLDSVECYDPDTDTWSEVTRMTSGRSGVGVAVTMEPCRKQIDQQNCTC
# LANA DNA inh – inhibitors of KSHV C-LANA binding to DNA, primary screen, biochemical, fluorescence polarization, FAM-LBS DNA, MBP-C-LANA, single point | inhibition, % at 9 µM | hit rate 0.078% among 340,000 | AID 504423, 2011;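 active = highest replicate inhibition at or above 60% at 9 µM, even if other replicates fall short; inactive = all replicates below 60% inhibition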;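 also: 0% = neutral control wells and 100% = 4 µM acridine orange control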
# PvdQ inh – P. aeruginosa PvdQ acylase inhibitors, primary screen, biochemical, fluorescence, plate reader and imaging, single point; PvdQ acylase [Pseudomonas aeruginosa LESB58]; purified PvdQ acylase; hit rate 0.063% among 340,000; AID 488965, 2010; inhibition, % at 10 µM; in the data active = inhibition above about 30%, passing the limit was not always enough;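 also: 0% = vehicle neutral wells and 100% = reference inhibitor wells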
# * hit, by the source's call; x = not tested or not shown.
SMILES,dFosB act,CDK5 inh,NSD2 HMT inh,Rtt109 Vps75,RTF Ca sens act,SUMO Mot1 rescue,PfHsp90 yeast 2,Cardiac RTF inh,Keap1 Nrf2 FP,LANA DNA inh,PvdQ inh
OCC1C2c3ccccc3C(c3ccccc32)C1CO (configuration not stated),8,0.6,1,-9,-4,61,1,-1,-2,-0.9,-14
O=C(CCCN1C(=O)CCC1=O)Nc1cccc(C(F)(F)F)c1,1,3.9,0,-9,2,9,0,0,-1,-2.5,-10
Cc1ccc(NC(=O)c2n[nH]c(=O)c3ccccc23)cc1S(=O)(=O)N1CCOCC1,-10,-3.6,0,-8,11,x,10,-5,-2,-0.3,-13
Cc1ccc(S(=O)(=O)N2CCCCC2)cc1NC(=O)c1ccccc1Cl,-8,-0.2,-6,0,7,31,10,-23,31*,23,-10
O=S(=O)(c1ccccc1)N1CCN=C1SCc1cccnc1,-4,0.9,-1,2,-4,107,-11,-5,-3,0.4,-9
CCC(=O)Nc1cccc(C2=NOC3(C2)C[C@H](C(N)=O)N(C(=O)CC#N)C3)c1 (some centres not stated),-6,1.1,x,7,6,-19,-31,-5,-2,-2.3,-3
NS(=O)(=O)c1ccc(NC(=O)c2ccc(-c3ccccc3)cc2)cc1,12,-0.4,-8,6,x,x,0,x,-5,-1.0,2
O=S(=O)(c1ccccc1)N1CCN(S(=O)(=O)c2ccc(F)cc2)CC1,-4,-2.8,-2,0,-4,2,9,-6,3,-2.0,-11
Cc1ccc2oc(=O)c(/C=C(\O)c3sc(C)nc3C)nc2c1,-5,-5.9,0,3,4,-5,19,1,-2,-1.5,0
CN1C(=O)N(C)c2ccc(C=O)c3cccc1c23,4,4.0,1,-6,6,-5,-26,-24,2,2.3,-2
COc1ccc(NC(=O)CN(C)C(=O)c2cnc(Cl)c(Cl)c2)cc1,-2,2.2,-2,-11,-3,-10,28,-4,1,-0.6,-15
CC(c1nnc(SCC(=O)NC(=O)NCc2ccco2)n1-c1ccc(Cl)cc1)N(C)C (configuration not stated),-3,-0.9,18,4,-1,-11,5,3,-1,-0.5,-6
CCc1ccc(-c2nc(CS(=O)CC(=O)NCCCN3CCC(C)CC3)c(C)o2)cc1 (configuration not stated),-8,0.2,2,-2,3,-15,-16,-3,1,-0.6,-14
CCOCCCNc1nc2c(c(=O)[nH]c(=O)n2C)n1CCCc1ccccc1,-1,-0.8,-5,7,5,-13,x,1,1,0.1,-4
C=CCOc1ccccc1CN(CCc1ccccc1)C(=O)c1cccc(S(C)(=O)=O)c1,-2,-1.5,-1,5,0,265,-4,-8,2,0.8,-15
O=C(CN(c1cc(C(F)(F)F)ccc1Cl)S(=O)(=O)c1ccccc1)NCc1cccnc1,-11,0.1,-2,11,-4,14,17,3,-4,-2.3,-19
C=C1CCN([C@@H](CC(C)C)C(=O)Nc2nc3ccc(Cl)cc3s2)S(=O)(=O)c2ccccc21,-7,1.5,x,1,-5,-3,x,5,3,0.8,-5
CC1=C(C(=O)OCc2ccccc2)C(/C=C/c2ccccc2)N2C(=O)CCSC2=N1 (configuration not stated),-7,-6.6,1,-2,8,-8,-7,-2,-7,0.6,-24
O=C1C(=O)N(Cc2cccnc2)C(c2ccccn2)/C1=C(/O)c1ccc(Br)cc1 (configuration not stated),-7,-0.3,0,11,0,-9,-47,-7,-4,1.9,-13
N#CC1=C(N)Oc2nc[nH]c(=O)c2C1c1cccs1 (configuration not stated),1,-1.3,8,1,x,-5,2,x,-2,0.1,-10

# Quoted from the listing:
# RTF Ca sens act, O=C(CN(c1cc(C(F)(F)F)ccc1Cl)S(=O)(=O)c1ccccc1)NCc1cccnc1 = -4
# LANA DNA inh, CC(c1nnc(SCC(=O)NC(=O)NCc2ccco2)n1-c1ccc(Cl)cc1)N(C)C (configuration not stated) = -0.5

# Remaining list, next part:
SMILES,dFosB act,CDK5 inh,NSD2 HMT inh,Rtt109 Vps75,RTF Ca sens act,SUMO Mot1 rescue,PfHsp90 yeast 2,Cardiac RTF inh,Keap1 Nrf2 FP,LANA DNA inh,PvdQ inh
O=C(CCl)NC1CCCc2ccccc21 (configuration not stated),-4,-4.2,-2,3,-1,-10,3,-8,-11,0.2,-13
Cn1cnc2c(NCc3ccco3)ncnc21,-7,2.4,x,-3,-1,9,-12,5,-3,-1.4,-10
COc1ccc(CCNC(=O)c2cc3c(=O)n(C)c4ccccc4c3n2C)cc1OC,-19,1.9,0,-3,2,-11,-2,-6,-2,-0.2,-4
O=C1C(O)CCN1C1CCCCC1 (configuration not stated),7,-0.1,-1,2,-5,x,x,5,-5,1.8,-3
CCCc1nnc(SCC(=O)Nc2cccc(C(F)(F)F)c2)o1,-7,0.6,-1,-3,6,166,-10,5,2,-0.5,-3
COc1ccc(NC(=O)CN(C)C(=O)C(C)N2C(=O)c3ccccc3C2=O)cc1 (configuration not stated),-6,2.1,1,-1,-3,247,x,-4,-3,0.4,-8
COc1cc2c(cc1OC)C(C)N(CCN1C(=O)c3ccccc3C1=O)CC2 (configuration not stated),-2,0.1,-1,-8,0,655,-12,-1,4,-0.4,-10
Cc1ccccc1S(=O)(=O)c1c(C)cc(C)n(C)c1=O,4,-7.4,3,3,4,88,27,-6,-5,-3.7,2
COc1ccccc1N1CCN(/N=C\c2ccccc2)CC1,-7,0.9,12,2,1,3,19,-12,-2,-7.1,-10
CS(=O)(=O)N1CCN(C(=O)NC2CCCCC2)CC1,-3,-1.1,3,3,7,-8,-14,-13,-4,-0.5,-3
Cc1[nH]cnc1CN1CCc2c(c3ccccc3n2C)C1=O,4,-0.1,x,7,4,-3,19,1,-3,-0.1,6
COc1ccc(CCn2c(=O)c3cccnc3n(Cc3cccc([N+](=O)[O-])c3)c2=O)cc1OC,-10,1.0,1,x,-3,-2,3,-14,-1,1.2,2
C=CCn1c(Cc2cccs2)nnc1SCC(=O)Nc1cccc(OC)c1,-10,0.9,-3,4,-2,-9,-6,6,2,-0.1,6
CC1CCN(CCCCOc2ccccc2-c2ccccc2)CC1,1,2.6,2,7,1,316,-2,-2,-2,1.0,9
CCN1CCN(C(=O)N(c2ccccc2)c2ccccc2)CC1,-2,0.6,3,0,-2,-15,17,2,-3,0.8,-10
COCC(C)n1c(SCC(=O)N2CC(=O)Nc3ccccc32)nc2ccccc2c1=O (configuration not stated),-5,-0.8,-1,3,3,-3,4,-4,1,1.4,-14
O=C(O)c1ccccc1SCC(=O)N1c2ccccc2Sc2ccccc21,4,-0.4,0,10,0,-5,-12,-6,-2,-0.6,-12
CC(=O)Nc1ccc(C)cc1NC(C)=O,-1,-0.9,-4,1,10,5,x,-1,-2,-0.7,-14
O=C(Nc1ccc(F)cc1)c1ccccc1F,-2,-2.4,0,x,8,-28,0,0,0,-0.7,1
Cn1c(SCC(=O)NC2CC2)nnc1-c1cccs1,3,1.3,-1,0,-5,12,9,1,-2,0.5,-1
COC(=O)CC(NC(=O)c1ccco1)c1cccc2ccccc12 (configuration not stated),-8,-0.5,2,-9,3,-10,-4,-20,-1,-1.3,-17
Cc1c([N+](=O)[O-])c([N+](=O)[O-])nn1CC(=O)N1CCOCC1,-6,-0.7,-2,-9,0,65,-3,4,-3,-1.1,7
COc1ccc(Oc2ncccc2[N+](=O)[O-])cc1,1,-0.1,-1,-5,1,13,2,-4,1,2.4,15
CC1=NN(c2ccccc2)C(=O)/C1=C/N(C)C,0,-0.6,71*,16,4,-3,3,0,-2,0.5,2
CCc1nnc(NC(=O)CSc2nc(C)c3c(c2C#N)CCCC3)s1,-22,0.6,-1,-7,1,709,20,-5,0,-0.6,-19
CCC(C)NC(=O)c1ccc(NC(=O)C2=C(C)OCCS2)cc1 (configuration not stated),6,0.4,17,6,1,1,-2,-4,3,1.3,3
O=C(NCCN1CCOCC1)c1ccc2c(c1)N(Cc1ccccc1F)C(=O)c1ccccc1S2(=O)=O,-8,-3.6,-2,-2,5,x,-5,-3,-3,-1.1,-21
O=C(Nc1ccon1)c1ccc2c(c1)OCO2,3,-0.4,-4,14,-2,-35,23,0,-4,0.1,15
COC(=O)c1ccccc1NC(=O)c1ccco1,-14,-0.6,-2,-12,-5,4,-27,5,-1,-0.2,5
Cc1onc(-c2ccccc2)c1C(=O)N/N=C/c1c[nH]c2ccccc12,-11,-8.1,5,-9,9,382,-15,-5,-3,0.8,-14
COCCN(C(=O)CSc1nnc(Nc2ccccc2F)s1)c1c(N)n(Cc2ccccc2)c(=O)[nH]c1=O,-5,-0.7,0,12,-1,-13,x,-3,-2,-2.2,10
CC(C)NC(NC(=O)/C=C/c1ccccc1)C(Cl)(Cl)Cl (configuration not stated),-3,-0.7,-1,3,-3,x,19,10,2,-0.8,6
CCOc1ccc(-c2nc3n(c(=O)c2C#N)CCCS3)cc1,2,0.3,0,-8,-4,-7,-15,0,-1,2.3,-1
COCc1nn2c(N)c(-c3ccccc3)cnc2c1-c1ccccc1,-1,2.1,2,6,-1,57,-14,-6,0,-1.9,10
CCOC(=O)c1csc(NC(=O)CSc2nnnn2-c2cccc(OC)c2)n1,16,-0.7,1,-22,2,1,-11,-2,-6,1.3,-6
CCOC(=O)N1CCN(c2ccc(C(C)=O)cc2F)CC1,-2,-0.1,-4,6,1,-5,-13,-3,1,0.1,-9
CCc1ccc(C(=O)Nc2nnn(CC)n2)cc1,-2,-1.5,-2,3,2,0,x,1,-5,0.5,-13
CCCCCOP(=O)(c1ccccc1)c1ccccc1,4,-0.1,-2,10,-2,5,-13,-4,4,-1.0,-2
CCOC(=O)C1CCN(CCC(=O)Nc2cc(C)ccc2C)CC1,-3,0.4,-2,-5,-9,16,1,-4,-1,4.6,-20
CCNC(=O)NC(=O)C(C)OC(=O)c1oc2ccc(OCC)cc2c1C (configuration not stated),-20,-2.7,18,-8,4,-4,17,-15,-2,1.9,-4
COCCN(CCOC)c1nc(-c2ccc(Cl)cc2)nc2ccccc12,-15,0.7,-5,-4,-1,-2,-16,2,1,-0.3,7
CCOC(=O)N1CCC(NC(=O)C(C)n2c3ccccc3c3cnn(C)c(=O)c32)CC1 (configuration not stated),-7,1.5,x,11,7,x,-42,-8,-4,0.2,1
